EBI2 block: EBI2 (human) antagonism. AID 651636. P32249. inhibition, % at 5 µM. EBI2 beta-arrestin recruitment, luminescence, 7a,25-OHC stimulated. 360,000 compounds, 0.81% hits; in the data active = inhibition above about 38%;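 also: enzyme fragment complementation signal reports receptor beta-arrestin coupling in cells; 0% = agonist plus DMSO wells and 100% = wells without agonist; some results beyond the cut were filed as inactive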
MPTP block: blocks calcium-induced mitochondrial swelling; isolated mouse mitochondria, Ca2+ swelling absorbance, 30 min; inhibition, % at 10 µM; 360,000 compounds, 1.4% hits;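 active = inhibition of 50% or more, scaled per plate between neutral and stimulator controls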;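 also: 0% = DMSO wells given calcium and 100% = 1 mM EGTA wells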
CXCR6 inh: CXCR6 (human) receptor inhibition | inhibition, % at 20 µM | CHO-K1 PathHunter CXCR6 beta-arrestin, luminescence | O00574 | 360,000 compounds, 0.36% hits; in the data active = inhibition above about 34%, passing the limit was not always enough;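 also: antagonist mode with CXCL16 agonist at 10 nM final; 0% = 10 nM CXCL16 with DMSO and 100% = unstimulated wells without agonist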
Target sequence (O00574 whole entry, looked up): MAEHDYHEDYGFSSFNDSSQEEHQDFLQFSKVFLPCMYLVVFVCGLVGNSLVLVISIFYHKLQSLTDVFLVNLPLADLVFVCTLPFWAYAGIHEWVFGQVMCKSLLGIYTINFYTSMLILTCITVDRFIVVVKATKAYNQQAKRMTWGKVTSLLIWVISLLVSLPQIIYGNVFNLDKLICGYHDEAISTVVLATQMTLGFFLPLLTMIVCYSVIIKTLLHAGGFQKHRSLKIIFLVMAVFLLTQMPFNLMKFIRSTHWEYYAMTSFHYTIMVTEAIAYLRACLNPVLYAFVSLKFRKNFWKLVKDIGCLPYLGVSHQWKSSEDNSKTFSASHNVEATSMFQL
NR3A LBD binder: modulators (binders) of human NR3A ligand-binding domain | NR3A LBD differential scanning fluorimetry, Tm shift; 0% = protein alone, 100% = glycine-bound protein | Tm shift relative to glycine control, % at 25 µM | 340,000 compounds, 2.5% hits;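 active = melting temperature shift of at least 10% of the positive control shift, at one fixed dose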
A3A deaminase: blocks human APOBEC3A ssDNA deamination. P31941. recombinant A3A, FAM/TAMRA ssDNA deamination fluorescence. inhibition, % at 20 µM. 330,000 compounds, 0.41% hits;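 active = at least 40% inhibition at 20 µM here, with at most 30% in a related deaminase screen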;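 also: plate controls were A3A with DMSO for no effect and wells lacking A3A enzyme for full effect; some results filed as inactive read as strong as hits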
Target sequence (P31941 whole entry, looked up): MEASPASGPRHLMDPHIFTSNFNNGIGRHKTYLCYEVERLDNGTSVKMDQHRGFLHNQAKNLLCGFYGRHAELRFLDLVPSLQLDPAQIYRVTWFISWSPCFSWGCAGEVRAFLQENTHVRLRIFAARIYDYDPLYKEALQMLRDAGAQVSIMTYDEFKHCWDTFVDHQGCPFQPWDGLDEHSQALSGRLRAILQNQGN
APOBEC3G inh: APOBEC3G (human) deaminase inhibition | recombinant A3G, ssDNA deamination FAM/TAMRA fluorescence | inhibition, % at 20 µM | 330,000 compounds, 0.28% hits | AID 493012;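 active = inhibition of at least 40% at 20 µM, with no more than 30% in the related APOBEC3A deaminase screen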;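 also: plate controls were DMSO wells with A3G for no effect and wells lacking A3G enzyme for full effect; some compounds called inactive have numbers as strong as hits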
Target sequence (Q9HC16 whole entry, looked up): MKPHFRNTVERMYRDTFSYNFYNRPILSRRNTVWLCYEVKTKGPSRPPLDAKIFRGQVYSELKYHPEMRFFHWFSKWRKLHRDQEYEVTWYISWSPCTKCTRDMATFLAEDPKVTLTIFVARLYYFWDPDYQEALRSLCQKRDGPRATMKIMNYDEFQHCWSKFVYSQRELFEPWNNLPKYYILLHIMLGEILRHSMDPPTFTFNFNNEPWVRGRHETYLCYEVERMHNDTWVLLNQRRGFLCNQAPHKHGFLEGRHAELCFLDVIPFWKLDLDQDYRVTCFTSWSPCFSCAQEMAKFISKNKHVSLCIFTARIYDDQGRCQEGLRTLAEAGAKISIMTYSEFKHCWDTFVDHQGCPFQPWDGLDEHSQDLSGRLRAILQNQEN
CCR6 antag: antagonists of human CCR6 receptor. P51684. 340,000 compounds, 0.49% hits. inhibition, % at 20 µM. CHO-K1 CCR6 PathHunter beta-arrestin, luminescence, CCL20-stimulated;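 active = compounds whose inhibition of the agonist-driven luminescence signal at 20 µM reaches about 50%, limit read from the data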;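 also: cells stimulated with CCL20 at 14 nM final; plate controls were DMSO with CCL20 for no effect and DMSO without agonist for full effect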
Gli-Sufu antag: Gli-Sufu pathway antagonism; Sufu-KO-LIGHT fibroblasts, Gli luciferase reporter luminescence; inhibition, % at 5 µM; 340,000 compounds, 0.74% hits; AID 588413;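 active = inhibition above about 55%, limit read from the data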;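 also: 0% = DMSO-treated cells and 100% = wells with medium but no cells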
The depositor's hits bear a star; nt = no result given.

Structure	EBI2 block	MPTP block	CXCR6 inh	NR3A LBD binder	A3A deaminase	APOBEC3G inh	CCR6 antag	Gli-Sufu antag
O=[N+]([O-])c1ccc2c(c1)nc1n2CCSC1	-6	1.6	-5	-2	4	0	3	5
O=C(O)c1ccc2c(=O)n3c(nc2c1)/C(=C/c1cccc(Cl)c1Cl)CC3	5	0.0	8	3	0	-5	15	23
CC(=O)c1cnc(SCc2ccc(Cl)cc2)nc1C	4	-3.6	22	-1	-2	-10	18	-30
Cc1nc(Cc2nnc(SCC(=O)Nc3c(C)cccc3C)o2)cs1	-11	-0.3	-6	2	5	-9	-2	-6
O=C1CCC(c2ccccc2)(c2ccccc2)CC1	-3	0.3	-9	-10	-5	12	0	6
COC(=O)c1ccc2nc(C(F)(F)F)[nH]c2c1	-3	-0.9	-26	1	0	-1	-9	0
CC(=O)Cc1nsc(Nc2ccc3c(c2)OCCO3)n1	-2	1.6	0	0	-7	-2	-10	-8
CC1=CS/C(=C(/C#N)C(=O)NCc2ccco2)N1c1ccccc1	-6	1.1	-2	0	-1	-2	-22	13
COc1cc(/C=C/C(=O)OCC(=O)NC(=O)NCc2ccco2)ccc1OC(F)F	0	1.1	-2	3	-3	-4	-2	4
COc1ccc(NC(=O)c2ccco2)cc1N	-7	-0.1	-19	-2	0	-2	13	32
COc1cc(OC)c(OC)cc1/C=N/NC(=O)c1ccc(=O)n(C)c1	-8	0.7	-5	-1	-1	4	3	-10
CCOC(=O)N1CCN(/C=C(\C#N)c2nc3ccccc3s2)CC1	-2	3.2	-3	-2	-2	-10	-15	-24
NC(=O)c1snnc1-c1ccccc1	10	-0.1	9	2	4	23	5	-1
COc1ccc(C2=CC(c3ccc(Cl)cc3)n3cnnc3N2)cc1OC (centres undefined)	10	-1.0	-10	3	-4	-6	-18	25
O=C(c1ccccc1)N1CCN(C(=O)c2ccc([N+](=O)[O-])cc2)CC1	8	-1.5	-1	-1	-4	-9	-11	26
Cc1cc(OCC(=O)OCC(=O)N2CC(C)CC(C)C2)ccc1Cl (centres undefined)	5	-2.3	-1	3	-3	-9	4	-3
O=C(NC1CCN(S(=O)(=O)c2ccc(F)cc2)CC1)c1cccnc1	16	-0.4	-15	-1	1	-6	4	27
CCOC(=O)c1ccc(NC(=O)c2cccc3c2C(=O)N(CC2CCCO2)C3)cc1 (centres undefined)	15	-0.3	6	-9	0	-5	20	1
C=C(C)CNC(=S)NNC(=O)c1ccncc1	0	-0.6	-9	-4	-7	-7	-11	-5
c1ccc(-c2cnnc(N3CCCCC3)n2)cc1	10	-8.1	18	-1	-1	-6	15	19
COc1ccc(CN2CCOCC2)cc1Br	-8	-2.0	-3	6	0	-4	2	-3
O=C(Nc1ccc(NC(=O)C2CC2)cc1)c1ccco1	2	0.0	2	-1	-5	-9	13	-24
CC1Oc2ccccc2N(CC(=O)Nc2ccccc2F)C1=O (centres undefined)	-2	-0.2	0	-1	-4	-3	6	-12
O=C(O)CCCC(=O)Nc1ccc(Sc2ccc([N+](=O)[O-])cc2)cc1	11	-1.0	-1	2	-1	-6	15	-14
O=C(c1cccc(S(=O)(=O)N2CCc3ccccc32)c1)N1CCN(c2ccccc2)CC1	17	-0.7	0	-1	-2	-8	27	12
Cc1ccc(OCc2nc(-c3ccccn3)no2)cc1	-5	0.8	-3	0	-2	-4	-7	-72
NC(=O)NC(=O)COC(=O)c1ccc(OC(F)F)cc1	0	0.3	0	0	3	-5	4	-4
CC(C)=C1SC(N2CCN(c3cccc(C(F)(F)F)c3)CC2)=NC1=O	-7	3.4	-8	-1	1	-2	9	10
Cc1nc(SCC(N)=O)[nH]c(=O)c1Cc1ccc(OC(C)C)cc1	-11	-0.1	5	-3	-4	-5	-19	-11
O=C(c1ccc(Cn2c(=O)[nH]c3ccccc3c2=O)cc1)N1CCN(c2ccc(Cl)cc2)CC1	29	1.2	-2	-5	-6	-5	15	-5
Cc1ccc(NC(=O)CCCSc2ccccc2)cc1S(=O)(=O)N1CCOCC1	9	10	1	-10	1	1	16	3
CCC(=O)N1CCN(c2ccc(NC(=O)COc3ccccc3[N+](=O)[O-])cc2)CC1	-5	2.6	-3	-1	-6	-7	-6	7
O=C(Cc1ccccc1Cl)NCc1cccnc1	0	1.3	-7	1	-5	-2	14	-9
COc1ccc(-c2cc(C(F)(F)F)n3nc(C(=O)N4CCN(C(=O)c5ccco5)CC4)cc3n2)cc1	-9	-1.4	0	-1	-2	-8	-2	19
Cc1cc(C)nc(N2CCCC(C(=O)NCCc3ccccc3F)C2)n1 (centres undefined)	1	1.6	1	0	-1	-5	-14	-7
NS(=O)(=O)c1ccc(CCNC(=O)c2ccc(S(=O)(=O)N3CCCCC3)cc2)cc1	-7	-0.2	2	-4	-2	-7	8	-16
COc1cccc(NC(=O)CN(C)C(=O)CNC(=O)c2sc3ccccc3c2Cl)c1	0	-1.5	-3	-6	2	-7	1	2
CCOc1ccc(N2CC(C(=O)NC3CCCCCC3)CC2=O)cc1 (centres undefined)	13	1.1	4	-1	3	-10	-1	0
O=C(NCc1ccccn1)c1ccco1	-11	-1.7	-5	-1	0	-6	22	-4
C=CCn1c(SCC(N)=O)nc2sc3c(c2c1=O)CCC3	-9	-0.1	5	0	-2	-2	11	-5
O=C(O)C1CCN(S(=O)(=O)c2cccs2)CC1	-2	-1.2	2	-2	0	-7	0	-21
CC(C)CN(C)C(=O)CCc1nnc(Cc2cccc(C(F)(F)F)c2)o1	-4	0.5	-6	1	-5	-11	2	1
O=S(=O)(NCC(c1ccccc1)N1CCC(O)CC1)c1ccc(Cl)cc1 (centres undefined)	-1	-0.1	-13	-2	-4	-6	2	0
O=C(Nc1ccc(Cl)c(-c2nc3ccccc3[nH]2)c1)c1ccc2c(c1)OCO2	19	4.4	7	0	1	-7	7	nt
Cc1cc(C)c(S(=O)(=O)Nc2ccc(O)c(Sc3ncn[nH]3)c2)c(C)c1	-7	0.8	-1	-1	6	0	-3	-1
O=C(COC(=O)CCC(=O)c1ccc(F)cc1)NCc1ccco1	-9	-0.6	-4	-4	2	-8	3	2
O=C(CN1C(=O)NC2(CCOc3ccccc32)C1=O)NCCc1ccccc1 (centres undefined)	-1	0.2	-7	1	-4	-8	8	-11
COc1ccc(C(=O)NCc2nnc(SCC(=O)Nc3cc(C)cc(C)c3)o2)cc1OC	-5	-0.7	-2	3	-4	-7	10	3
O=C(Nc1ccccc1F)Nc1ccccc1OC(F)F	-7	-2.2	-4	3	-1	-3	-10	1
Cc1ccnc(NC(=O)CN2C(=O)NC(C)(c3ccc4ccccc4c3)C2=O)c1 (centres undefined)	-5	0.0	-12	3	0	2	-2	-1
CC(C)N(C(=O)c1nn(C)c2c1CSc1ccccc1-2)C1CCCCC1	10	1.5	2	2	-3	-4	5	-1
CN(C)[C@@H](CO)c1nnc([C@H](Cc2ccc(O)cc2)NC(=O)C2CCNCC2)o1	-6	-4.1	-5	0	-1	-7	2	-10
CCCCN1C[C@H](C)[C@@H](CC(=O)NCc2ccccc2)C1=O	-6	-0.6	1	-3	-1	-15	4	-1
CCCCCCCNC(=O)CC(NS(=O)(=O)c1ccc(NC(C)=O)cc1)C(C)C (centres undefined)	-7	-2.1	7	-12	-2	-3	5	-9
Cc1sc2ncn(CC(=O)NCCCC(=O)N3CCCCC3)c(=O)c2c1C	3	2.5	2	1	-1	-12	15	-6
CN1CCN(c2nc(-c3ccccc3)c3cc(Cl)ccc3n2)CC1	-7	63*	-6	1	8	1	16	-1
O=C(CSc1nnc(-c2ccc(Cl)cc2)n1Cc1ccco1)NCc1ccc2c(c1)OCO2	25	-0.5	-2	-1	1	1	0	-6
Cc1ccc(OCC(=O)Nc2sc3c(c2C#N)CCC3)cc1C	10	2.6	3	-1	0	-11	1	-22
N#CCC(=O)Nc1ccc(C(=O)OCC(=O)N(C2CCCCC2)C2CCCCC2)cc1	4	0.2	-6	-3	-1	-6	8	-9
O=C(O)c1ccc(OS(=O)(=O)c2cccc(C(F)(F)F)c2)cc1	-7	-0.5	-2	0	0	-5	-3	6

Continued.
Value order – EBI2 block, MPTP block, CXCR6 inh, NR3A LBD binder, A3A deaminase, APOBEC3G inh, CCR6 antag, Gli-Sufu antag
Cc1ccc(C)c(NC(=S)NCCc2ccc(F)cc2)c1
    3, 3.9, 4, -1, -3, 0, 16, 1
Cc1ccc(S(=O)(=O)N2CCCC2C(=O)Nc2ccc(O)cc2)cc1 (centres undefined)
    -3, 0.3, 1, -1, 1, -4, 10, 9
COCCn1c(SCC(=O)Nc2nnc(C)s2)nnc1-c1cc2ccccc2cc1O
    0, 0.0, -3, 0, -1, -4, 0, 2
Cc1ccc2nc(-c3ccccc3)cc(C(=O)N3CCN(c4ccccc4O)CC3)c2c1
    -13, 0.3, -11, -1, 0, -7, 2, -8
COc1ccc(N=CC2=C(O)c3ccccc3C2=O)cc1
    -8, -0.6, -1, -2, 1, 4, -1, -66
COc1cc(/C=N/NC(N)=O)c(Br)cc1OCC(=O)Nc1ccccc1C
    20, 0.4, 2, -6, -3, -5, -1, 2
Cc1ccc(NC(=O)CN(C)C(=O)c2cccnc2Nc2cccc(C(F)(F)F)c2)cc1
    -15, 5.2, -1, 16*, 0, -5, -16, 15
O=C(O)c1ccccc1C(=O)NC1CCCc2ccccc21 (centres undefined)
    3, -1.0, 4, 0, -1, -4, 4, 8
Cc1nc([N+](=O)[O-])cn1CC(O)c1ccc(F)cc1 (centres undefined)
    8, 0.6, -4, 1, -1, -6, -1, -5

Given field by field: three of the compounds above.
COCCn1c(SCC(=O)Nc2nnc(C)s2)nnc1-c1cc2ccccc2cc1O
- EBI2 block = 0
- MPTP block = 0.0
- CXCR6 inh = -3
- NR3A LBD binder = 0
- A3A deaminase = -1
- APOBEC3G inh = -4
- CCR6 antag = 0
- Gli-Sufu antag = 2

Cc1ccc2nc(-c3ccccc3)cc(C(=O)N3CCN(c4ccccc4O)CC3)c2c1
- EBI2 block = -13
- MPTP block = 0.3
- CXCR6 inh = -11
- NR3A LBD binder = -1
- A3A deaminase = 0
- APOBEC3G inh = -7
- CCR6 antag = 2
- Gli-Sufu antag = -8

COc1ccc(N=CC2=C(O)c3ccccc3C2=O)cc1
- EBI2 block = -8
- MPTP block = -0.6
- CXCR6 inh = -1
- NR3A LBD binder = -2
- A3A deaminase = 1
- APOBEC3G inh = 4
- CCR6 antag = -1
- Gli-Sufu antag = -66

3 of the entries above in order of the CCR6 antag value, lowest first.
canonical_smiles	CCR6 antag
COc1cc(/C=N/NC(N)=O)c(Br)cc1OCC(=O)Nc1ccccc1C	-1
COCCn1c(SCC(=O)Nc2nnc(C)s2)nnc1-c1cc2ccccc2cc1O	0
Cc1ccc2nc(-c3ccccc3)cc(C(=O)N3CCN(c4ccccc4O)CC3)c2c1	2
